Bioassay records: PubChem, several laboratories
CRFBP-R2 agonist – agonists of CRF-BP/CRF-R2 complex, primary screen, cell-based, HEK293, calcium dye fluorescence, uHTS. CRF-binding protein / CRF receptor 2 complex (human). calcium dye fluorescence (FLIPR); percent of saturating CRF peptide response. activation, % at 13.2 µM. actives 0.46% (n = 350,000). AID 588473, 2011;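 active = activation of at least 50%, plus an integration ratio under a set limit after plate pattern correction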;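 also: plate controls were neutral control wells without compound for no effect and CRF at EC100 for full effect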
MEKK3 PB1 HTS – modulators of MEKK3-MEK5 PB1 binding, primary screen, biochemical, wildtype MEKK3, multiplex bead flow cytometry, Alexa488-MEK5. Mitogen-activated protein kinase kinase kinase 3 (Homo sapiens), Q99759. bead-based flow cytometry, Alexa488-MEK5 binding to MEKK3; actives lie on both sides; 0 = blocked by unlabeled MEK5, 100 = vehicle. binding response (% of control), % at 10 µM. actives 1.4% (n = 290,000);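 active = binding response more than 3 SD above or below the average of its plate-row segment, actives on both sides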;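 also: Alexa488 bead fluorescence after subtracting the streptavidin-only scavenger bead signal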
GalR3 antagonist – GalR3 antagonists in HEK293 cells, primary screen, cell-based, fluorescence readout | actives 0.44% (n = 360,000) | Galanin receptor type 3 (Homo sapiens), O60755 | HEK293 GalR3-CNG cAMP membrane potential fluorescence; galR3 body fused to GalR1 C-terminus | inhibition, % at 3 µM;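 active = inhibition above the screen-wide average plus 3 SD, cut at about 13% in these data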;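 also: forskolin and galanin both at EC90 stimulate the cells; cAMP rise reported by CNG channel membrane potential dye signal; 0% = forskolin plus galanin with DMSO and 100% = forskolin alone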
IDE act – human IDE activators in live cells, primary screen, fluorescence polarization, HEK cells, FAbeta-B substrate. Insulin-degrading enzyme (Homo sapiens), P14735. FAbeta-B cleavage; 0% vehicle, 100% cell-free pure enzyme wells. activation, % at 5.96 µM. actives 0.073% (n = 340,000). AID 493087, 2011;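 active = activation above the mean of all tested compounds plus 3 SD, set per screening campaign, cut at about 17% in these data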
PHOSPHO1 inh – PubChem AID 1565 | recombinant PHOSPHO1, absorbance phosphatase assay | inhibition, % at 13.3 µM | actives 1.1% (n = 290,000); in the data active = inhibition above about 60%
CRFBP-R2 block – antagonists of CRF-BP/CRF-R2 complex, primary screen, cell-based, HEK293, calcium dye fluorescence, uHTS; CRF-induced calcium fluorescence; actives 0.59% (n = 350,000); inhibition, % at 11.8 µM;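 active = inhibition of the ligand-induced calcium signal above about 50% at the single tested concentration, limit read from the data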
p-CIP stab down – p/CIP-EGFP fusion destabilizers, primary screen, fluorescence, F442A cells; Q05BA5; 16 h; decrease of EGFP signal, % at 10 µM; actives 0.01% (n = 290,000); AID 1984, 2009;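 active = EGFP signal decrease of at least 30% at 10 µM or well 3 SD below plate mean, unless failing retest; inactive = the rest, including hits failing retest or dose response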; also: some compounds called inactive have numbers as strong as hits; many of its hits are not listed in these tables
Target sequence (Q05BA5 1-1403): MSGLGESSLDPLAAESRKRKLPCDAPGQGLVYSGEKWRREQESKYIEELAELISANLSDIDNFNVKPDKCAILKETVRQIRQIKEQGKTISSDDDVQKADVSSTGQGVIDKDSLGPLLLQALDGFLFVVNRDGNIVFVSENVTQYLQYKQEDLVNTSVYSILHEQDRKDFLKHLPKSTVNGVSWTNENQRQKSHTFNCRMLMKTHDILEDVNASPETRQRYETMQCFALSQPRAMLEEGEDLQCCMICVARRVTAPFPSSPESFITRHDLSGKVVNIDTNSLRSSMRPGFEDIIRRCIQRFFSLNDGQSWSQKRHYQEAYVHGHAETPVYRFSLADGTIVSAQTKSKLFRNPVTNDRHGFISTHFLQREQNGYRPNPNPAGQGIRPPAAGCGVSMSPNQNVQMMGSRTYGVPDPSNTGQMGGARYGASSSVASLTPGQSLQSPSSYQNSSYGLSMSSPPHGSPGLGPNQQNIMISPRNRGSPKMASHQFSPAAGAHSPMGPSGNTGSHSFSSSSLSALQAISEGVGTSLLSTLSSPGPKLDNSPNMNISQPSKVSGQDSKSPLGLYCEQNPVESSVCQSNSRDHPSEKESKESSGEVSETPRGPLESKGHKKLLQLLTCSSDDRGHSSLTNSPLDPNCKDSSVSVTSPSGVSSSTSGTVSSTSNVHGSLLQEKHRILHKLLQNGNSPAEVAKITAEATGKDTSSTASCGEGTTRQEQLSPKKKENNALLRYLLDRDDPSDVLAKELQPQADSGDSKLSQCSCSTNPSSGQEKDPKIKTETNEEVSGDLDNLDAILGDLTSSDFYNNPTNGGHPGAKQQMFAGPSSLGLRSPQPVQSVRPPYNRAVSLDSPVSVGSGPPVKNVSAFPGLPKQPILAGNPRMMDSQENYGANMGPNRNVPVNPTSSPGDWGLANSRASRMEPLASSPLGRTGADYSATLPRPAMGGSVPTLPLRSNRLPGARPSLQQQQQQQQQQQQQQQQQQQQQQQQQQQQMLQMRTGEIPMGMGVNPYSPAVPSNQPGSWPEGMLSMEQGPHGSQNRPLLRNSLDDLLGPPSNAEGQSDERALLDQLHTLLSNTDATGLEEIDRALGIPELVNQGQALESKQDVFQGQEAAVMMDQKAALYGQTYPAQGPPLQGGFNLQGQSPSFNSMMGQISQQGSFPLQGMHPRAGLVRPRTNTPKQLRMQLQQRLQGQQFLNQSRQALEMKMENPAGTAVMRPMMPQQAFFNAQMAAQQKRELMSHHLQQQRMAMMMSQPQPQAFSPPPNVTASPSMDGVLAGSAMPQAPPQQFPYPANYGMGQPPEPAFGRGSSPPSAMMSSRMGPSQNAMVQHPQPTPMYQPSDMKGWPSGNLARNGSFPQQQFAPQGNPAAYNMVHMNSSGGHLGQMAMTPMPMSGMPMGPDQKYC
IDE cell inh – human IDE inhibitors in live cells, primary screen, fluorescence polarization, HEK cells, FAbetaB substrate; inhibition, % at 5.59 µM; actives 0.41% (n = 320,000); FAbetaB cleavage; Insulin-degrading enzyme (Homo sapiens), P14735;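 active = percent inhibition above the average of all tested compounds plus 3 SD, set per screening campaign, cut at about 16% in these data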;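 also: IDE supplied by intact live HEK cells; FP after avidin binding of uncleaved biotin substrate so inhibition keeps polarization high; 0% = DMSO wells and 100% = 60 µM reference IDE inhibitor Ii1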
M4 PAM – human M4 muscarinic receptor positive allosteric modulators, primary screen, CHO-K1 cells, Fluo-8 calcium fluorescence | activation, % at 3 µM | CHO-K1 hM4/Gqi5, ACh EC20; 0% = ACh EC20, 100% = maximal ACh | AID 624126, 2012 | actives 0.4% (n = 360,000) | Muscarinic acetylcholine receptor M4 (Homo sapiens), P08173;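 active = activation above its plate's cutoff, the mean activation of sample wells plus 3 SD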; also: some results filed as inactive read as strong as hits
An asterisk follows results filed as active; . = not tested or not shown.

Sequence of screens – CRFBP-R2 agonist, MEKK3 PB1 HTS, GalR3 antagonist, IDE act, PHOSPHO1 inh, CRFBP-R2 block, p-CIP stab down, IDE cell inh, M4 PAM
CCOCCCn1c(=S)[nH]c2cc(C(=O)N3CCOCC3)ccc2c1=O
→ -0.8, 100, -3, 5, -9, 3, -8, -7, 22
CCOc1cc(/C=N/NC(=O)c2ccc(CN3CCOCC3)cc2)ccc1OCc1ccccc1
→ 1.3, 98, -1, -5, -7, -10, -2, 1, 14
O=C(NC(=S)Nc1ccc(O)cc1)c1ccccc1Cl
→ -2.9, 100, -7, -2, 28, 5, -15, 6, 6
Cc1cccc2sc(NC(=O)c3cccc(S(=O)(=O)N4CCc5ccccc54)c3)nc12
→ -0.2, 109, -4, 2, -16, 0, -4, -1, 5
Cc1cc[n+](CC(=O)c2cccs2)cc1
→ 0.7, 99, 5, 2, -34, 0, 7, -2, 8
Cc1cc(C)c(C#N)c(Nc2ccc3c(c2)OCCO3)n1
→ -0.3, 99, 5, 6, -3, 1, -9, 5, 2
CCCCC(O)(CCCC)C(=O)NN(C(=O)OC)c1ccccc1
→ -2.7, 106, -3, 10, 7, -11, 5, -2, 6
O=Cc1ccc(OCCOc2ccc([N+](=O)[O-])cc2)cc1
→ 0.1, 98, -3, 0, 28, 10, -12, 0, -11
COc1ccc(C(=O)C2CCCN(Cc3nc4ccccc4nc3C)C2)cc1OC (centres undefined)
→ -2.9, 100, -10, -1, 14, -4, 4, -2, -2
CCOC(=O)N1CCN(S(=O)(=O)c2ccc(C)cc2)C1
→ -0.3, 95, 0, 2, 40, -4, 2, 3, 10
Cc1nn(C)c(C)c1S(=O)(=O)Nc1ccc2c(c1)OCO2
→ 0.1, 107, -2, 4, 18, -16, 1, -4, -12
C=CCN(CC=C)Cc1c(C)[nH]c2c(C)c(C)ccc2c1=O
→ -1.1, 95, -2, -6, 44, 22, -13, 0, -6
COc1ccccc1C(=O)Nc1ccc2c(c1)n(C)c(=O)n2C
→ 0.0, 106, -10, 1, ., -2, -17, 0, 1
COC(=O)C1C(=O)c2c(C)noc2CC1(C)C (centres undefined)
→ -0.9, 99, -5, 3, 31, 19, -23, -4, 2
COc1ccc(N(C(=O)c2snc(C(N)=O)c2N)C(C(=O)NC2CCCC2)c2ccco2)cc1OC (centres undefined)
→ -0.2, 101, -8, 4, 14, 17, -7, ., -2
COc1ccc(CNC(=O)Cn2c(=O)n(CCC(=O)N3CCCCC3)c(=O)c3sccc32)cc1
→ -1.5, 100, 6, 3, 32, 2, 4, -8, -2
CC(=O)c1cccc(NCC(=O)Nc2cc(S(=O)(=O)N3CCCCC3)ccc2C)c1
→ 0.8, 103, -2, 2, 23, 9, -10, 1, -1
COc1ccc(C(=O)c2c(NC(C)=O)sc3c2CCN(C(=O)OC(C)(C)C)C3)cc1
→ -3.0, 99, 0, ., 6, 18, -5, 2, -2
COc1ccc(C(=O)N/C(=C/c2cccc3ccccc23)C(=O)NCCc2c[nH]c3ccccc23)cc1OC
→ 0.0, 96, 9, 2, -2, -9, -5, -3, -5
OC1C2CN3CCN(C2)CC1(Cc1ccccc1)C3 (centres undefined)
→ 0.2, 99, -4, 5, -8, -1, -9, 3, -2
O=C(c1sc2ccccc2c1Cl)N1CCN(c2ncccn2)CC1
→ -2.4, 102, 4, -1, -6, 0, -1, 6, 8
NC(=NC(=O)c1ccccc1)C1=C(O)CCC1=O
→ 1.4, 101, 1, -2, 11, 15, 11, 3, 7
O=C(CCC(=O)c1cccs1)NCc1ccncc1
→ -2.0, 98, 0, 1, 24, -7, 4, 0, 1
Cc1nc2cccc(C(=O)Oc3ccc([N+](=O)[O-])cc3)c2o1
→ -2.5, 108, -3, 7, 8, 3, 19, 0, 10
CCN(CC)CCNCc1ccc(-c2ccc(Cl)cc2)o1
→ 0.2, 106, -7, 0, -6, 0, -1, -1, 3
O=C1N=c2ccc(Br)cc2=C1c1sc(=O)[nH]c1O
→ ., 103, ., ., 15, ., -3, 1, .
CCCN1CCC(NC(=O)CCc2nnc(-c3ccccc3)o2)CC1
→ 0.6, 104, -5, 1, 50, 13, 4, 2, 0
CC(C)=CCN1CCN(Cc2cccn2-c2nccs2)CC1CCO (centres undefined)
→ 2.2, 97, 2, 3, 48, 1, -13, 5, 2
NN=C1c2ccccc2-c2ccc(N)cc21
→ -2.0, ., -6, -4, ., 3, ., ., 1
CC1(C)CC(=O)C(Sc2nnc(-c3ccc(NS(C)(=O)=O)cc3)n2Cc2ccco2)C(=O)C1
→ -2.4, 104, 1, 4, 96*, 0, -6, 0, 1
CN(C)S(=O)(=O)c1cccc(NC(=O)CCNC(=O)Nc2ccccc2)c1
→ -0.7, ., -4, 1, ., -3, ., -1, 8
Nc1c(-c2ccccc2)cnn1-c1cccc(Cl)c1
→ -2.8, 100, -10, -2, 33, 2, -6, 1, 0
CCCc1cc(=O)[nH]c(-n2[nH]c3c(c2=O)CCCC3)n1
→ 0.1, ., -2, -1, 16, 14, -22, 19*, 4
O=C(CSc1ccc2nnc(-c3ccccc3)n2n1)N1CCCc2ccccc21
→ 2.8, 122, -5, -2, -1, -12, 4, 5, -5
COC(C(=O)NC1CCCCCCC1)c1ccccc1 (centres undefined)
→ -1.3, 102, -3, 1, 11, 29, -2, 1, -2
Cc1cc(C)c(NC(=O)COC(=O)C2CCC2)c(Cl)c1
→ 0.7, 103, -2, 4, 33, 2, -10, 6, -1
CC(CCc1ccccc1)NC(=O)/C=C/c1ccc(Cl)cc1 (centres undefined)
→ -0.5, 99, -6, 5, -7, 13, 1, 1, -5
ON=C(c1ccccc1)c1ccc2c3c(cccc13)CC2
→ 2.5, ., -3, ., ., 26, ., ., -4
Cc1nn(CC(=O)NCCCc2ccccc2)c(C)c1[N+](=O)[O-]
→ -5.3, 101, 4, 3, 40, 7, 1, -5, -6
CCOC(=O)C1(CC2CCCCO2)CCN(C(=O)Nc2ccccc2)CC1 (centres undefined)
→ 3.8, 90, -8, -3, 7, -16, -3, 4, -3
CN(C)/C(Cn1cncn1)=C1/N=C(c2c(F)cccc2F)OC1=O
→ 0.5, 103, -2, 2, -12, 7, 0, 6, -5
COC(=O)CSc1nnc(SCc2ccccc2)s1
→ -1.5, 87, -2, -6, -42, 15, -4, -2, -1
Cc1ccccc1NC(=O)Cc1nnc(SCc2ccc(Cl)c(Cl)c2)n1C
→ -0.2, 103, -6, -4, 0, 6, -4, -4, 7
O=C(C[C@H]1C(=O)N(Cc2ccccc2)C[C@@H]1c1ccc(Br)cc1)Nc1ccc(Br)cc1
→ 0.8, ., -8, ., ., -4, ., ., -2
CCOc1ccc(S(=O)(=O)N2CCC(C(=O)N3CCOCC3)CC2)cc1Cl
→ -0.7, 101, 1, 1, 19, 0, -9, -2, 1
N#C/C(C(=O)NCc1ccco1)=C1/SC(Cc2ccc(F)cc2)C(=O)N1c1ccccc1 (centres undefined)
→ 0.5, 112, -2, 2, 7, 0, 0, -1, 4
O=C(c1cccnc1)N1N=C(C2CCCCC2)CC1(O)C(F)(F)F (centres undefined)
→ -2.8, 104, -4, 4, 8, -18, 1, 6, 11
COCCn1c(-c2cccs2)nc2nc3ccccc3nc21
→ 2.6, 94, -2, -2, 9, -2, 7, 4, -7
Cc1nc2ccc(NC(=O)NCCCO)cc2s1
→ -0.7, 98, -3, 4, 15, 10, -2, 1, 3
Cc1ccc(C)c(C(C)NC(=O)C2CCCC2)c1 (centres undefined)
→ 1.5, 107, -5, -1, 34, 7, -31, 5, -1

New compounds follow
Sequence of screens – CRFBP-R2 agonist, MEKK3 PB1 HTS, GalR3 antagonist, IDE act, PHOSPHO1 inh, CRFBP-R2 block, p-CIP stab down, IDE cell inh, M4 PAM
O=C(N/N=C/C=C/c1ccco1)C(O)c1ccccc1 (centres undefined)
→ 2.7, 92, -8, -1, ., 4, ., 8, 21
Cc1ccc2cc(CN(Cc3ccco3)C(=S)NCC3CCCO3)c(=O)[nH]c2c1C (centres undefined)
→ -0.8, 99, 2, 2, -21, -3, -4, 3, -11
CCC(=O)Nc1nc(C)c(C(=O)NC2CCCCC2)s1
→ -1.5, 99, -4, 5, 8, 11, -2, 4, -1
COC(=O)[C@@H]1C[C@H]2CC[C@H](O)C[C@H]2N1Cc1ccc(N2CCN(C)CC2)cc1
→ -0.6, 97, 1, 4, 35, -11, -6, -3, 5
Cc1cc(C)cc(C(=O)NCCCc2ccccc2)c1
→ 0.4, 104, -7, -1, 26, 4, -17, 6, 4
Cc1cc2c(=O)oc(-c3ccccc3Br)nc2s1
→ 1.5, 95, -3, -2, 24, -29, 0, ., -25
COC(=O)[C@@H](NC(=O)c1cc(COc2cncc(Cl)c2)on1)c1ccccc1
→ 18, 97, 1, -1, 8, -25, -15, 0, 4
COc1cccc(NC(=O)CSc2nnc(CNC(=O)c3ccccc3)n2C)c1
→ -4.0, 98, -2, 5, -3, 9, 0, -3, 9
Cn1c(Cl)c(/C=N/OC(=O)c2ccccc2Cl)c2ccccc21
→ 1.9, 99, -1, 2, 14, -2, 15, 3, 3
Cc1cc(NC(=O)c2ccccc2)nc2c1c(=O)oc1ccccc12
→ -0.7, 76, -5, -3, 15, -30, -2, 1, -2
Cc1ccc(-n2nnnc2-c2cccnc2)cc1
→ 0.3, 99, -3, -8, 36, 5, -12, 11, 7
CCc1ccc(S(=O)(=O)NC2CC(C)(C)NC(C)(C)C2)cc1
→ -0.4, 95, -8, -5, 19, -4, 1, 8, 1

Grouped by structure: the entries above containing a Cl atom
Sequence of screens – CRFBP-R2 agonist, MEKK3 PB1 HTS, GalR3 antagonist, IDE act, PHOSPHO1 inh, CRFBP-R2 block, p-CIP stab down, IDE cell inh, M4 PAM
O=C(NC(=S)Nc1ccc(O)cc1)c1ccccc1Cl
→ -2.9, 100, -7, -2, 28, 5, -15, 6, 6
O=C(c1sc2ccccc2c1Cl)N1CCN(c2ncccn2)CC1
→ -2.4, 102, 4, -1, -6, 0, -1, 6, 8
CCN(CC)CCNCc1ccc(-c2ccc(Cl)cc2)o1
→ 0.2, 106, -7, 0, -6, 0, -1, -1, 3
Nc1c(-c2ccccc2)cnn1-c1cccc(Cl)c1
→ -2.8, 100, -10, -2, 33, 2, -6, 1, 0
Cc1cc(C)c(NC(=O)COC(=O)C2CCC2)c(Cl)c1
→ 0.7, 103, -2, 4, 33, 2, -10, 6, -1
CC(CCc1ccccc1)NC(=O)/C=C/c1ccc(Cl)cc1 (centres undefined)
→ -0.5, 99, -6, 5, -7, 13, 1, 1, -5
Cc1ccccc1NC(=O)Cc1nnc(SCc2ccc(Cl)c(Cl)c2)n1C
→ -0.2, 103, -6, -4, 0, 6, -4, -4, 7
CCOc1ccc(S(=O)(=O)N2CCC(C(=O)N3CCOCC3)CC2)cc1Cl
→ -0.7, 101, 1, 1, 19, 0, -9, -2, 1
COC(=O)[C@@H](NC(=O)c1cc(COc2cncc(Cl)c2)on1)c1ccccc1
→ 18, 97, 1, -1, 8, -25, -15, 0, 4
Cn1c(Cl)c(/C=N/OC(=O)c2ccccc2Cl)c2ccccc21
→ 1.9, 99, -1, 2, 14, -2, 15, 3, 3
